TWEAK-Fn14 inh: TWEAK-Fn14 signaling inhibition; inhibition, % at 10 µM; TWEAK-stimulated Fn14 reporter cells, luciferase luminescence, 8 h; actives 2% (n = 360,000); in the data active = inhibition above about 50%
LRH-1 inv ag: suppresses constitutive activity of human LRH-1; actives 0.13% (n = 360,000); inhibition, % at 3.6 µM; O00482; AID 602396; HEK293T StAR-luciferase reporter, LRH-1 transfected, 24 h;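 active = inhibition above the mean inhibition of all tested compounds plus 3 SD, cut at about 73% in these data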;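 also: 0% = DMSO wells and 100% = reporter-only cells lacking LRH-1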
Exocytosis inh: lytic granule exocytosis inhibition; actives 0.66% (n = 360,000); inhibition, % at 10 µM; TALL-104 LAMP-1 surface exposure, flow cytometry; cells stimulated with thapsigargin and PMA;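 active = inhibition above about 55%, limit read from the data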
NCOA2 inhibitor: human SRC2 (NCOA2) inhibition | Q15596 | HEK293 GAL4-SRC2 luciferase reporter, luminescence | inhibition, % at 9 µM | actives 0.17% (n = 370,000);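 active = inhibition above the mean inhibition of all tested compounds plus 3 SD, set per campaign, cut at about 52% in these data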;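 also: 0% = DMSO treated cells and 100% = cells given Gossypol at 36 µM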
COUP-TFII inh: blocks human COUP-TFII nuclear receptor | P24468 | HEK293T NGFI-A luciferase reporter, luminescence | inhibition, % at 8.6 µM | actives 0.7% (n = 370,000);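 active = inhibition above a per-plate cutoff, mean inhibition of test wells between control levels plus 3 SD, cut at about 38% in these data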;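 also: cells cotransfected with COUP-TFII expression vector driving the NGFI-A reporter; 0% = median of COUP-TF2 test wells and 100% = reporter-only cells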
Target sequence (P24468 whole entry, looked up): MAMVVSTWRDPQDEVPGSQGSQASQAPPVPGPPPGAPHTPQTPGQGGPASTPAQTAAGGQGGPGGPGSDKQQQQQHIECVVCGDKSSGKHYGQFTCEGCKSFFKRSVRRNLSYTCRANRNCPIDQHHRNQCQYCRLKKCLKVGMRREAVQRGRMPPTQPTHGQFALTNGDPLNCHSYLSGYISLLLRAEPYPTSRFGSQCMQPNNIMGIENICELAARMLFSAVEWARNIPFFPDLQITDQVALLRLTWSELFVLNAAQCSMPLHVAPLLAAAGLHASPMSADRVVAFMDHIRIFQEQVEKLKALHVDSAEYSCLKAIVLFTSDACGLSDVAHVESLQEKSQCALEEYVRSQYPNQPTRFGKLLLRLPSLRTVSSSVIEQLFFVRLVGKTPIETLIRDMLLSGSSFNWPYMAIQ
NOD2 RIPK2 PPI: blocks binding of human NOD2 to RIPK2; O43353; CHO BLA complementation NOD2-RIPK2, CCF4 ratio; inhibition, % at 4.98 µM; actives 0.38% (n = 360,000); AID 624267; in the data active = inhibition above about 21%;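 also: 0% = vehicle only and 100% = reference blocker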
Target sequence (O43353 whole entry, looked up): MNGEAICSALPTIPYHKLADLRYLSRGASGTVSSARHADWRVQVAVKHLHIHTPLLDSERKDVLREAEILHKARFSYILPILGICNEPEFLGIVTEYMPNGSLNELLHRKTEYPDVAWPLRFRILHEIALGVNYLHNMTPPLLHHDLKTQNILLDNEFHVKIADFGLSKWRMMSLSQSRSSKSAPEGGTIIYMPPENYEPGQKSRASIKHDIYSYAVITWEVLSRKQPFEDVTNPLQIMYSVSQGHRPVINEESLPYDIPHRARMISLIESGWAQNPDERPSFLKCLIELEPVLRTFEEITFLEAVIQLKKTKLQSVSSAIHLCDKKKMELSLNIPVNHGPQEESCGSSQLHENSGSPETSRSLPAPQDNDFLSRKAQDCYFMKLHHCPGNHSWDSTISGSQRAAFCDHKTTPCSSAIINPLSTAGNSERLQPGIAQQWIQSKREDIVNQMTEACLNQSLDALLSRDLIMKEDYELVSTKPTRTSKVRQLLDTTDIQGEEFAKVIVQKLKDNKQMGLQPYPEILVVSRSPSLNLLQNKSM
TROY signal inh: TROY signaling inhibition | actives 0.98% (n = 360,000) | AID 1347056 | inhibition, % at 10 µM | Q293 LMP1-TROYcd NF-kB luciferase reporter, 4 h;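 active = compounds whose plate-normalised and pattern-corrected inhibition of the luciferase reporter signal at the single screening dose is 50% or more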
ABHD5 PLIN5 PPI: blocks binding of human ABHD5 to perilipin-5. inhibition, % at 4 µM. Split G. princeps luciferase complementation, luminescence, 4 h. actives 0.78% (n = 360,000);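 active = inhibition above the mean inhibition across every tested compound plus 3 SD, cut at about 22% in these data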;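 also: 0% = DMSO only wells and the 100% control is not disclosed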
TLR9-MyD88 block: inhibitors of human TLR9-MyD88 binding. CHO BLA complementation TLR9-MyD88, CCF4 FRET ratio. inhibition, % at 4.98 µM. actives 0.21% (n = 340,000). AID 504734;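 active = inhibition above the mean over all tested compounds plus 3 SD, cut at about 21% in these data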;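 also: 0% = DMSO only wells and 100% = clavulanate BLA inhibitor control wells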
NCOA1 inh: human NCOA1 inhibition. Q15788. HEK293 GAL4-SRC1 luciferase reporter, luminescence. inhibition, % at 3.6 µM. actives 0.12% (n = 360,000). AID 588354;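 active = inhibition above the campaign mean plus 3 SD, with each screening campaign given its own cutoff, cut at about 60% in these data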;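 also: 0% = DMSO treated cells and 100% = gossypol at 36 µM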
NCOA3 inh: inhibits human SRC3 coactivator; HEK293 GAL4-SRC3 luciferase reporter, luminescence; inhibition, % at 3.6 µM; Q9Y6Q9; actives 0.17% (n = 360,000); AID 588352;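 active = inhibition above a per-campaign cutoff, the mean of all compounds plus 3 SD, cut at about 60% in these data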;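 also: 0% = DMSO-treated cells and 100% = gossypol-treated cells at 36 µM; higher means less SRC3-driven luciferase light from the GAL4 reporter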
* hit, by the source's call; & = joins results of further samples; ! = not confirmed by another sample.

For CCCn1c(=O)c(C(=O)OCC)c(O)c2cc(Br)ccc21 the results were TWEAK-Fn14 inh 5, LRH-1 inv ag -17, Exocytosis inh -2, NCOA2 inhibitor 22, COUP-TFII inh 0, NOD2 RIPK2 PPI -7, TROY signal inh -1, ABHD5 PLIN5 PPI 2, TLR9-MyD88 block 4, NCOA1 inh -2 and NCOA3 inh 18.
Screening Cn1cccc1/C=C1\SC(=S)N(NC(=O)c2ccccc2)C1=O returned TWEAK-Fn14 inh -2, LRH-1 inv ag -4, Exocytosis inh -3, NCOA2 inhibitor 0, COUP-TFII inh 3, NOD2 RIPK2 PPI -10, TROY signal inh -10, ABHD5 PLIN5 PPI 9, TLR9-MyD88 block 0, NCOA1 inh -40 and NCOA3 inh 2.
COc1ccc(Nc2ncnc3nc[nH]c23)cc1OC was read as TWEAK-Fn14 inh -1, LRH-1 inv ag -5, Exocytosis inh -6, NOD2 RIPK2 PPI 4, TROY signal inh -2, ABHD5 PLIN5 PPI 1, TLR9-MyD88 block 2, NCOA1 inh 13 and NCOA3 inh 10.
O=C(Cn1nnc(-c2ccccc2)n1)NNC(=O)c1ccccc1 was read as TWEAK-Fn14 inh 4, LRH-1 inv ag -4, Exocytosis inh 0, NCOA2 inhibitor 1, COUP-TFII inh -1, NOD2 RIPK2 PPI 0, TROY signal inh 3, ABHD5 PLIN5 PPI 4, TLR9-MyD88 block 2, NCOA1 inh 8 and NCOA3 inh -8.
For CC(C)CC(C(=O)O)C(C)CC(=O)Nc1ccn(-c2ccccc2)n1 (stereo not given) the results were TWEAK-Fn14 inh 22, LRH-1 inv ag -1, Exocytosis inh 2, NCOA2 inhibitor -9, COUP-TFII inh 2, NOD2 RIPK2 PPI -8, TROY signal inh -13, ABHD5 PLIN5 PPI 8, TLR9-MyD88 block -10, NCOA1 inh 9 and NCOA3 inh 10.
Screening CC1CCCC(C)N1C(=O)COC(=O)c1cncc(Br)c1 (stereo not given) returned TWEAK-Fn14 inh 1, LRH-1 inv ag 31, Exocytosis inh 2, NCOA2 inhibitor -9, COUP-TFII inh -2, NOD2 RIPK2 PPI 2, TROY signal inh 9, ABHD5 PLIN5 PPI -3, TLR9-MyD88 block 7, NCOA1 inh -2 and NCOA3 inh 2.
COc1ccc(NC(=O)C2(C)CCN2Cc2ccc(OC)c3ccccc23)cc1OC (stereo not given) was read as TWEAK-Fn14 inh -10, LRH-1 inv ag 21, Exocytosis inh 4, NCOA2 inhibitor -3, COUP-TFII inh 4, NOD2 RIPK2 PPI 1, TROY signal inh 5, ABHD5 PLIN5 PPI 9, NCOA1 inh -1 and NCOA3 inh -21.
For COC1CCCCC1Nc1cc(C)ccc1C (stereo not given) the results were TWEAK-Fn14 inh 18, LRH-1 inv ag -24, Exocytosis inh -1, NCOA2 inhibitor 23, COUP-TFII inh -1, NOD2 RIPK2 PPI 1, TROY signal inh 15, ABHD5 PLIN5 PPI -8, TLR9-MyD88 block -1, NCOA1 inh -10 and NCOA3 inh 1.
COC(C(=O)NC1CC1)c1ccccc1 (stereo not given) was read as TWEAK-Fn14 inh 8, LRH-1 inv ag 6, Exocytosis inh 1, NCOA2 inhibitor -33, COUP-TFII inh -5, NOD2 RIPK2 PPI -3, TROY signal inh 1, ABHD5 PLIN5 PPI -1, TLR9-MyD88 block 5, NCOA1 inh 7 and NCOA3 inh 21.
`O=C(NCC1COc2ccccc2O1)C1CCN(S(=O)(=O)c2cccc3nsnc23)CC1` (stereo not given) gave TWEAK-Fn14 inh 14, LRH-1 inv ag 9, Exocytosis inh -3, NCOA2 inhibitor 2, COUP-TFII inh -4, NOD2 RIPK2 PPI -2, TROY signal inh 11, ABHD5 PLIN5 PPI 2, TLR9-MyD88 block -3, NCOA1 inh -5 and NCOA3 inh 8.
For O=C(CSc1ncnc2nc[nH]c12)N1CCN(c2ccccc2)CC1 the results were TWEAK-Fn14 inh 5, LRH-1 inv ag -4, Exocytosis inh -4, NCOA2 inhibitor -6, COUP-TFII inh 12, NOD2 RIPK2 PPI -1, TROY signal inh -12, ABHD5 PLIN5 PPI 3, TLR9-MyD88 block -5, NCOA1 inh -18 and NCOA3 inh 10.
`O=C(Nc1ccc(-n2ccc(C(F)(F)F)n2)cc1)c1cccs1` gave TWEAK-Fn14 inh -35, LRH-1 inv ag -103, Exocytosis inh 0, NCOA2 inhibitor -58, COUP-TFII inh -26, NOD2 RIPK2 PPI -15, TROY signal inh -92, ABHD5 PLIN5 PPI -2, TLR9-MyD88 block -10, NCOA1 inh -96 and NCOA3 inh -102.
For CC(NC(=O)C1(C)CC1(Br)Br)C(C)(C)C (stereo not given) the results were TWEAK-Fn14 inh 13, LRH-1 inv ag 8, Exocytosis inh -2, NCOA2 inhibitor 11, COUP-TFII inh -17, NOD2 RIPK2 PPI 3, TROY signal inh 10, ABHD5 PLIN5 PPI 3, TLR9-MyD88 block 1, NCOA1 inh 0 and NCOA3 inh 7.
For Cc1csc2c(N3CCN(C(=O)Nc4ccc(Cl)c(Cl)c4)CC3)ncnc12 the results were TWEAK-Fn14 inh 16, LRH-1 inv ag 14, Exocytosis inh 0, NCOA2 inhibitor 6, COUP-TFII inh 6, NOD2 RIPK2 PPI -3, TROY signal inh 63*, ABHD5 PLIN5 PPI 0, TLR9-MyD88 block 2, NCOA1 inh -3 and NCOA3 inh 4.
`CCN=C1SC(CC(=O)NCc2ccccc2)C(=O)N1CC` (stereo not given) gave TWEAK-Fn14 inh 1, LRH-1 inv ag 19, Exocytosis inh -1, NCOA2 inhibitor -18, COUP-TFII inh 1, NOD2 RIPK2 PPI -4, TROY signal inh 5, ABHD5 PLIN5 PPI 2, TLR9-MyD88 block 5, NCOA1 inh -9 and NCOA3 inh 5.
Screening Cc1ccc([N+](=O)[O-])cc1NC(=O)C(C)NS(=O)(=O)c1ccc(F)cc1 (stereo not given) returned TWEAK-Fn14 inh -3, LRH-1 inv ag 16, Exocytosis inh 1, NCOA2 inhibitor 3, COUP-TFII inh 17, NOD2 RIPK2 PPI 3, TROY signal inh -16, ABHD5 PLIN5 PPI 5, TLR9-MyD88 block 5, NCOA1 inh -4 and NCOA3 inh 9.
COc1cccc(C(O)c2nc(-c3cccc(C(F)(F)F)c3)cs2)c1 (stereo not given) was read as TWEAK-Fn14 inh 3, LRH-1 inv ag 0, Exocytosis inh -10, NCOA2 inhibitor -30, COUP-TFII inh -3, NOD2 RIPK2 PPI -3, TROY signal inh -2, ABHD5 PLIN5 PPI -9, NCOA1 inh -7 and NCOA3 inh 1.
`Cc1ccc(S(=O)(=O)N(C)c2ccc(C(=O)N3CCCCC3)cc2)cc1` gave TWEAK-Fn14 inh 0, LRH-1 inv ag 7, Exocytosis inh 0, NCOA2 inhibitor -21, COUP-TFII inh 14, NOD2 RIPK2 PPI -10, TROY signal inh 16, ABHD5 PLIN5 PPI 1, TLR9-MyD88 block -6, NCOA1 inh -3 and NCOA3 inh 10.
For COc1ccccc1NC(=O)CS(=O)(=O)c1cccc2nsnc12 the results were TWEAK-Fn14 inh -18, LRH-1 inv ag -1, Exocytosis inh -1, NCOA2 inhibitor 10, COUP-TFII inh 10, NOD2 RIPK2 PPI 0, TROY signal inh -7, ABHD5 PLIN5 PPI -15, TLR9-MyD88 block -22, NCOA1 inh -8 and NCOA3 inh 3.
`O=c1cc(CN2CCN(c3cccc(Cl)c3)CC2)c2cc3c(cc2o1)CCCC3` gave TWEAK-Fn14 inh 2, LRH-1 inv ag 3, Exocytosis inh 3, NCOA2 inhibitor 7, COUP-TFII inh -5, NOD2 RIPK2 PPI -6, TROY signal inh 12, ABHD5 PLIN5 PPI -2, TLR9-MyD88 block -6, NCOA1 inh -8 and NCOA3 inh 7.
`Cc1cccc(/N=C/c2c(C)[nH]n(-c3ccccc3)c2=O)n1` gave TWEAK-Fn14 inh 12, LRH-1 inv ag -12, Exocytosis inh 1, NCOA2 inhibitor -29, COUP-TFII inh 21, NOD2 RIPK2 PPI -5, TROY signal inh 3, ABHD5 PLIN5 PPI -4, TLR9-MyD88 block -5, NCOA1 inh -5 and NCOA3 inh -5.
Cc1cccc(NC(=S)NC(=O)c2cccs2)n1 was read as TWEAK-Fn14 inh -7, LRH-1 inv ag -9, Exocytosis inh -2, NCOA2 inhibitor -51, COUP-TFII inh -6, NOD2 RIPK2 PPI -5, TROY signal inh -52, ABHD5 PLIN5 PPI -9, TLR9-MyD88 block -3, NCOA1 inh -73 and NCOA3 inh -41.
`Cc1cccnc1NC(=O)c1ccc2c(c1)OCO2` gave TWEAK-Fn14 inh -13, LRH-1 inv ag -19, Exocytosis inh 8, NCOA2 inhibitor -35, COUP-TFII inh -19, NOD2 RIPK2 PPI -7, TROY signal inh -70, ABHD5 PLIN5 PPI 4, TLR9-MyD88 block 4, NCOA1 inh -12 and NCOA3 inh -9.
For CN(Cc1cnc2nc(N)nc(N)c2n1)c1ccc(C(=O)N[C@@H](CCC(=O)O)C(=O)O)cc1 the results were TWEAK-Fn14 inh 2&-7, LRH-1 inv ag 41&-15, Exocytosis inh -5&-5, NCOA2 inhibitor 11&10, COUP-TFII inh 26&-2, NOD2 RIPK2 PPI -3&-5, TROY signal inh 0&-3, ABHD5 PLIN5 PPI -6&6, TLR9-MyD88 block 3&11, NCOA1 inh 68*! and NCOA3 inh 61&-7.
CC(C)(C)C(=O)Nc1ccc(S(=O)(=O)Nc2ccccn2)cc1 was read as TWEAK-Fn14 inh -16, LRH-1 inv ag 18, Exocytosis inh 3, NCOA2 inhibitor 0, COUP-TFII inh 1, NOD2 RIPK2 PPI -2, TROY signal inh 14, ABHD5 PLIN5 PPI -2, TLR9-MyD88 block -2, NCOA1 inh 5 and NCOA3 inh -1.
NC(=O)Cc1ncc(C(F)(F)F)cc1Cl was read as TWEAK-Fn14 inh 10, LRH-1 inv ag 14, Exocytosis inh -2, NCOA2 inhibitor -10, COUP-TFII inh 8, NOD2 RIPK2 PPI -1, TROY signal inh 8, ABHD5 PLIN5 PPI 4, TLR9-MyD88 block 1, NCOA1 inh 3 and NCOA3 inh 4.
Screening COc1ccc(/C=N\NC(=O)c2ccccc2)cc1COc1ccc(F)cc1 returned TWEAK-Fn14 inh 19, LRH-1 inv ag 3, Exocytosis inh -2, NCOA2 inhibitor -26, COUP-TFII inh -23, NOD2 RIPK2 PPI -2, TROY signal inh 23, ABHD5 PLIN5 PPI 4, TLR9-MyD88 block 3, NCOA1 inh -31 and NCOA3 inh 3.
Cc1ccc(CNC(=O)CCS(=O)(=O)c2cccc3nonc23)cc1 was read as TWEAK-Fn14 inh 5, LRH-1 inv ag 2, Exocytosis inh 2, NCOA2 inhibitor 9, COUP-TFII inh 10, NOD2 RIPK2 PPI -6, TROY signal inh 19, ABHD5 PLIN5 PPI 1, TLR9-MyD88 block 5, NCOA1 inh 7 and NCOA3 inh 10.
`CCN(CCCNC(=O)CCNC(=O)Cn1cnc2ccccc2c1=O)c1ccccc1` gave TWEAK-Fn14 inh -3, LRH-1 inv ag 8, Exocytosis inh 1, NCOA2 inhibitor -40, COUP-TFII inh 1, NOD2 RIPK2 PPI -16, TROY signal inh 16, ABHD5 PLIN5 PPI 1, TLR9-MyD88 block -2, NCOA1 inh 8 and NCOA3 inh -10.

From PubChem

This is a subset; count on the stated rates, not on these rows.
